Assay outcomes as filed in PubChem BioAssay.
mIDH1 inhibitor: qHTS for Inhibitors of mutant isocitrate dehydrogenase 1 (IDH1): qHTS. Potency, µM (titrated, usually from 76.6 µM), without a hit: at the top dose activity change, negative = inhibition, hits mostly inhibitors. IDH1-R132H enzyme, NADPH consumption, diaphorase/resazurin fluorescence. AID 602179, 2012. Isocitrate dehydrogenase [NADP] cytoplasmic (Homo sapiens), O75874. hit rate 0.093% among 390,000; also: potency is read from the fitted curve at half-maximal effect; % is scaled to controls: 0 for no effect and ±100 for the full control effect; nearly all actives have a fitted effect of over 65% in size
Target sequence (O75874 whole entry R132H, stated change not applied): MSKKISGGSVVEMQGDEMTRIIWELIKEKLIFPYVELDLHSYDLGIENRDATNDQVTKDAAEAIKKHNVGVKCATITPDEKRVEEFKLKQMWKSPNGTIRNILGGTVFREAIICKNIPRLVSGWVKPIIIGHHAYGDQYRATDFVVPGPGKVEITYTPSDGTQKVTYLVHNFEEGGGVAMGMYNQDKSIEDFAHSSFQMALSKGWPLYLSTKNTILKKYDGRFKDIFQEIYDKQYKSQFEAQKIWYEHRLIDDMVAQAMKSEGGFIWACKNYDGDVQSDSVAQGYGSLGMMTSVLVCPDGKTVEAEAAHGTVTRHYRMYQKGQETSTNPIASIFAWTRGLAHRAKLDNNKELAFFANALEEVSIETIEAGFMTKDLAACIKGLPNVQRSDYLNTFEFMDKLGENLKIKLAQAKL
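IDH1-R132H (0.5 ug/mL) preincubated 30 min with compound, then NADPH (0.016 mM) and alpha-KG (2 mM) added; 80 min at RT, pH 7.5. Remaining NADPH coupled via diaphorase/resazurin to fluorescence (540/590 nm); concentration-response curves normalized to no-enzyme control.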
TrxR1 substrate: qHTS Assay for Substrates of Mammalian Selenoprotein Thioredoxin Reductase 1 (TrxR1): qHTS; hit rate 0.01% among 390,000; AID 588456, 2011; Thioredoxin reductase 1, cytoplasmic (Rattus norvegicus), O89049; Potency, µM (highest dose often 114 µM), for inactives: top-dose activity change, negative = substrate turnover; purified TrxR1 substrate turnover, NADPH consumption readout; also: potency is read from the fitted curve at half-maximal effect; % is scaled to controls: 0 for no effect and ±100 for the full control effect; nearly all actives have a fitted effect of over 50% in size
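Rat TrxR1, dispensed at 90 nM, was prereduced with 400 uM NADPH (final) for 5 min at ~22 deg C, then incubated with compound 15 min before 400 uM selenite. A first-read NADPH fluorescence drop versus no-compound background flagged substrates.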
USP1-UAF1 inh: Inhibitors of USP1/UAF1: Primary Screen | Ubiquitin carboxyl-terminal hydrolase 1 (Homo sapiens), O94782 | recombinant USP1/UAF1, Ub-Rhodamine cleavage fluorescence | Potency, µM (highest dose often 57.1 µM), inactives show at the highest dose activity change, negative = inhibition, usual class: inhibitors | hit rate 0.23% among 390,000 | AID 743255, 2014; also: potency is read from the fitted curve at half-maximal effect; % is scaled to controls: 0 for no effect and ±100 for the full control effect; nearly all actives have a fitted effect of over 60% in size; inactives centre near -12
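High-throughput fluorogenic screen: 1nM USP1/UAF1 complex, Ub-Rho substrate 150nM final, 50mM HEPES pH 7.8 with 0.5mM EDTA, 0.1 mg/ml BSA, 1mM TCEP and 0.01% Tween-20.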
RGS4 inh: Inhibitors of Regulator of G Protein Signaling (RGS) 4: qHTS. Regulator of G-protein signaling 4 (Homo sapiens), P49798. Transcreener GDP fluorescence polarization, RGS4-accelerated GTP hydrolysis. Potency, µM (doses to about 114 µM), inactives show at the top dose activity change, negative = inhibition, most hits filed as inhibitors. hit rate 0.039% among 390,000. AID 504845, 2011; also: potency is read from the fitted curve at half-maximal effect; % is scaled to controls: 0 for no effect and ±100 for the full control effect; nearly all actives have a fitted effect of over 75% in size; some results filed as inactive show a strong effect at the top dose
Target sequence (P49798 whole entry, looked up): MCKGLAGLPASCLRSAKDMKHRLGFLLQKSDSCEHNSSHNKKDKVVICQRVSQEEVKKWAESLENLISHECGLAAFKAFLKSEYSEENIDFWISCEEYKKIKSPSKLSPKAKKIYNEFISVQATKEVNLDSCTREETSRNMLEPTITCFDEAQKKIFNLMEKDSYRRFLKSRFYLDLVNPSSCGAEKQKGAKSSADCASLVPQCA
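MLSMR compounds (23 nl, pin-transferred) preincubated 10 min at room temperature with a 500nM (2x) first reagent, then RGS4 at 900nM (2x) plus Transcreener GDP mix added; fluorescence polarization (620/688 nm) read before and after 90 min at 30 °C.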
TrxR1 inh: qHTS Assay for Inhibitors of Mammalian Selenoprotein Thioredoxin Reductase 1 (TrxR1): qHTS. Thioredoxin reductase 1, cytoplasmic (Rattus norvegicus), O89049. recombinant rTrxR1, NADPH fluorescence consumption, selenite substrate. Potency, µM (doses to about 114 µM), inactives show at the highest dose activity change, negative = inhibition, usual class: inhibitors. hit rate 1% among 390,000; also: potency is read from the fitted curve at half-maximal effect; % is scaled to controls: 0 for no effect and ±100 for the full control effect; nearly all actives have a fitted effect of over 65% in size
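Rat TrxR1 (90 nM in the dispensed reagent) was pre-reduced with 400 uM NADPH for 5 min at room temperature, then incubated with compound for 15 min. After 400 uM selenite was added, NADPH fluorescence (Ex 340/Em 450 nm) was followed for 8 min.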
Vif-A3F inh: qHTS for Inhibitors of Vif-A3F Interactions: qHTS. hit rate 0.2% among 390,000. HeLa A3F-eYFP + Vif (tagged APOBEC3F with the HIV-1 protein that degrades it), YFP fluorescence increase. Potency, µM (titrated, usually from 46.1 µM), for inactives: top-dose activity, negative = active. AID 602313, 2012; also: potency is read from the fitted curve at half-maximal effect; % of control where 0% means no effect; nearly all actives have a fitted effect of over 65% in size
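Fluorescence increase (Ex 488/Em 500-530) after overnight compound treatment at 37 deg C flags inhibition of Vif-driven A3F-eYFP loss in stable HeLa A3F-eYFP/Vif cells seeded overnight beforehand.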
LDHA block: qHTS assay for inhibitors of human lactate dehydrogenase | activity change, % (values are at about 110 or 230 µM) | hit rate 0.15% among 480,000 | purified LDHA, NADH/diaphorase-resazurin fluorescence; active compounds read low; in the data active = activity change below about -30%; inconclusive = mostly about -25% to -30%;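 also: plate controls were DMSO wells for no effect and wells without enzyme for full effect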
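LDH5 2 nM; NADH 0.06 mM, pyruvate 0.2 mM; 200 mM Tris pH 7.4, EDTA, Tween-20; 5 min RT. Detection: diaphorase 0.133 mg/mL + resazurin 37 µM, fluorescence ex540/em590 at 0 and 20 min; normalized to enzyme-free and DMSO wells.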
Vif-A3G inh: qHTS for Inhibitors of Vif-A3G Interactions: qHTS; DNA dC->dU-editing enzyme APOBEC-3G (Homo sapiens), Q9HC16; HeLa A3G-eYFP + Vif (tagged APOBEC3G with the HIV-1 protein that degrades it), YFP fluorescence, overnight; Potency, µM (doses to about 46.1 µM), for the others: at the top dose activity, negative = active, actives largely listed as inhibitors; hit rate 0.076% among 410,000;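 also: potency is read from the fitted curve at half-maximal effect; % is scaled to controls: 0 for no effect and ±100 for the full control effect; nearly all actives have a fitted effect of over 60% in size; hits raise eYFP signal because A3G escapes Vif-driven loss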
Target sequence (Q9HC16 whole entry, looked up): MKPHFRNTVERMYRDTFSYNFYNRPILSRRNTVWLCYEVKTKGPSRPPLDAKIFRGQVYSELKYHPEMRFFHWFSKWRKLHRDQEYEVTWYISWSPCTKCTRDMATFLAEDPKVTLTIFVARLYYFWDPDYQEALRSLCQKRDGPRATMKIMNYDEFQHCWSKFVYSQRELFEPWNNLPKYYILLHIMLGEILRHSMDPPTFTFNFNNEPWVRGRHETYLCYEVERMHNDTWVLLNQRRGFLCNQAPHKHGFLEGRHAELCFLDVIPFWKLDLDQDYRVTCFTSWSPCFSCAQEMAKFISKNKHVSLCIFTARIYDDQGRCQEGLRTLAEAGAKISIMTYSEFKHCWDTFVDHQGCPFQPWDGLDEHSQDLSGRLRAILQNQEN
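HeLa cells stably expressing Vif and C-terminally eYFP-tagged A3G, seeded overnight at 37 deg C, then exposed to compound by pintool overnight at 37 deg C. Rise in yellow fluorescence (Ex 488/Em 500-530, Acumen) marks blocked Vif-driven A3G degradation.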
GRP78 ERSR act: qHTS for Inducers of the Endoplasmic Reticulum Stress Response (ERSR) in Human Glioma: qHTS | U87-MG GRP78 promoter luciferase reporter, 16 h | AID 602332, 2012 | hit rate 0.02% among 420,000 | Potency, µM, for the others: at the top dose activation, usual class: activators; also: potency is read from the fitted curve at half-maximal effect; series mostly up to about 76 µM; % of control where 0% means no effect; nearly all actives have a fitted effect of over 35% in size
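Stably transfected U87-MG human glioma cells carrying a GRP78-based luminescent sensor were seeded at 1000 cells/well, pin-dosed with compounds and incubated 16 h. Luciferase reagent was then added, and end-point luminescence was read after 10 min at room temperature.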
* marks the source's active call; other numbers are inactive results; ? = inconclusive; / = no result given; & = joins results of further samples; [ ] = remark or other dose. Unless noted, calls follow the shape of the dose curve; as a rule, active = well fitted curve in the direction sought with a large enough effect; inconclusive = small, poorly fitted or top-dose-only effect, or another doubt; inactive = no such curve, though single readings can be large; an effect the other way counts as inactive or inconclusive. Not all compounds are listed. The share of hits here may be higher or lower than overall.

Results follow in this order: mIDH1 inhibitor, TrxR1 substrate, USP1-UAF1 inh, RGS4 inh, TrxR1 inh, Vif-A3F inh, LDHA block, Vif-A3G inh, GRP78 ERSR act
CCOC(=O)c1nn(-c2cccc(OC)c2)c(-c2ccccc2)c1C(=O)c1ccccc1
 : 5%, -9%, -13%, -11%, 5%, 1%, -3, 0%, -4%
CCc1ccc(NC(=O)/C(C#N)=C/c2ccncc2)cc1
 : -8%, 4%, -17%, ?, -23%, 0%, 2, -2%, 1%
CCCCCCOc1ccc(C(=O)O)cc1C#N
 : 4%, -3%, 0%, 6%, 3%, -18%, 1, -1%, 0%
Cc1c(CCC(=O)NCCc2ccccc2)c(=O)oc2cc(O)ccc12
 : -6%, /, -20%, -12%, -19%, 0%, 2&-2, 1%, -3%
COCCN=c1scc(-c2cc(OC)ccc2OC)n1/N=C/c1c[nH]c2ccccc12
 : 3%, -6%, -24%, -10%, -14%, 10%, -2, -1%, -3%
C=CCn1c(COc2ccc(F)cc2)nnc1SCC(=O)NC1CC1
 : 10%, 5%[57.1 µM], -12%, 6%, 7%[57.1 µM], -14%, -6, 0%, -5%
COC(=O)c1scc(-c2ccc(C)cc2)c1S(=O)(=O)Nc1cc(OC)c(OC)c(OC)c1
 : -14%, -3%[57.1 µM], -19%, 7%, 6%[57.1 µM], 0%, 4, 5%, 0%
Cc1ccc(NC(=O)c2ccc3oc(=O)c(S(=O)(=O)c4ccccc4)cc3c2)cc1C
 : 0%, -3%, 7%, 19%, 23%, -4%, -9, 4%, -5%
CCO[C@@H]1OC(C(=O)N2CCN(Cc3ccccc3)CC2)=C[C@H](c2ccccc2)[C@H]1CCCO
 : 14%, 13%, -16%, -4%, -10%, 1%, 2, 3%, -5%
CC(C)CNC(=O)c1cccc(NC(=O)COc2ccc([N+](=O)[O-])cc2)c1
 : -9%, 0%, -21%, -7%, 16%, -9%, -5, 4%, -2%
Cc1cccc(NC(=O)c2cc(NC(=O)C3CCCCC3C(=O)O)ccc2N2CCCCC2)c1 (stereo not given)
 : -8%, -2%, -25%, -14%, -1%, -1%, -7, 0%, -2%
CCOC(=O)c1ccc(NC(=S)N(CCCN2CCN(CC)CC2)Cc2ccco2)cc1
 : -15%, 6%[57.1 µM], -16%, 6%, 0%[57.1 µM], 0%, -12, 2%, 2%
CC(C)(C)c1c(Cl)c(O)c(-c2ccccc2)c(=O)n1-c1ccccc1
 : 46µM*, -2%[57.1 µM], -7%, 28%, 0%[57.1 µM], -2%, -9, 0%, 1%
CCOc1ccccc1NC(=O)Cn1ccn(-c2ccccc2)c(=O)c1=O
 : 9%, 5%[11.4 µM], 16%, -31%, -1%, 3%, -3, 6%, -3%
C[C@@H]1CN([C@H](C)CO)S(=O)(=O)c2ccc(C#C[C@@H](C)O)cc2O[C@@H]1CN(C)Cc1ccc(-c2ccccc2)cc1
 : -1%, /, ?, /, /, -5%, -2, -7%, 0%
[N-]=[N+]=NC1c2ccccc2C(=O)N1Cc1ccccc1 (stereo not given)
 : 4%, 3%, -20%, -1%, 27%, -1%, -3, -7%, -4%
COCCNC(=O)CCCC(=O)NCCOC
 : 10%, -4%, 2%, -1%, -2%, 0%, -3, 1%, -4%
COc1ccccc1CNC(=O)c1nnc(Cc2ccc(Cl)cc2)o1
 : -3%, -4%, 4%, 23%, 18%, 4%, -10, 0%, -4%
Cc1ccc(SCCSc2nc(N)cc(=O)[nH]2)cc1
 : 11%, 6%[2.29 µM], -15%, -6%, 20%, 1%, 0, 0%, 2%
Cn1nnnc1SCC(=O)Nc1ccccc1Cc1ccccc1
 : 9%, 2%, -6%, -28%, 9%, -9%, -3, 1%, -3%
N#Cc1nc(N(c2ccccc2)c2ccccc2)nc(-n2cccc2)n1
 : /, -3%, /, 9%, -6%, /, -13, 0%, -3%
CCOc1ccc(CCNC(=O)c2nnn(CC(=O)Nc3ccc(OC)cc3)c2N)cc1OCC
 : -3%, -1%, -14%, 6%, -3%, -6%, -3, -3%, -3%
CN1CCS/C1=C\C=C1/SC(=S)N(CC(=O)O)C1=O
 : 8%, ?, 25µM*, 8%, -3%, -13%, 0, 11%, -4%
CC(C)CCN1CN(S(=O)(=O)c2cccs2)c2nc3ccccc3nc21
 : -17%, 7%, 0%, -8%, 10%, /, -3, 1%, 1%
COc1ccc(NC(=O)c2ccco2)cn1
 : -8%, 3%, -8%, -12%, -21%, 2%, 1, 4%, 0%
CC1CCCC(N2CCN(S(=O)(=O)c3ccccc3)CC2)C1 (stereo not given)
 : 7%, 1%[57.1 µM], -17%, 6%, 18%[57.1 µM], 15%, -16, -3%, -6%
COCCN(C(=O)C1CCCC1)c1c(N)n(Cc2ccccc2)c(=O)[nH]c1=O
 : -15%, -11%, 1%, 14%, -8%, 14%, -6, 1%, 3%
O=C(Nc1c2c(nn1-c1ccccc1)CS(=O)(=O)C2)c1cc2ccccc2o1
 : -4%, -1%, 1%, 14%, 4%, ?, -1, -5%, -6%
O=C(O)/C=C/C(=O)Nc1ccc(S(=O)(=O)Nc2nccs2)cc1
 : 0%, 3%, -24%, 10%, 9%, 5%, -4, -1%, 0%&-3%
COc1cccc(NC(=O)c2ccc3c(c2)C(=O)N(CC2CCCO2)C3=O)c1 (stereo not given)
 : 16%, -5%, -4%, 64%[activator], 12%, 3%, -5, 2%, -1%
O=C1Nc2ccc(Cl)cc2/C1=C/C1CC=CCC1 (stereo not given)
 : -5%, -18%, -19%, -50%, -31%, -4%, 4, -12%, 5%
O=C(/C=C/c1cccc(F)c1)Nc1ccc(S(=O)(=O)Nc2ncccn2)cc1
 : -8%, -5%, -3%, -29%, 5%, 0%, -7, -16%, -7%
Cc1ccnc(NC(=O)c2ccc3c(c2)NC(=O)C(C)S3)c1 (stereo not given)
 : 6%, -3%, -3%, 26%, 16%, 2%, -7, 2%, -13%
CCOC(=O)Nc1ccc2c(c1)N(C(=O)CCCl)c1ccccc1[S@]2=O
 : 4%, 0%, -21%, -25%, 50µM*, 2%, 1, -22%, -15%
O=[N+]([O-])c1ccc(Cc2ccncc2)cc1
 : 17%, 3%[57.1 µM], 6%, 8%, 1%[57.1 µM], 2%, 6, 2%, -5%
O=C(/C=C/c1ccccc1[N+](=O)[O-])OCC(=O)c1ccccc1
 : 7%, -10%, -6%, -2%, 13%[57.1 µM], 12%, -3, 2%, 1%
O=C(c1cccs1)N1N=C(c2ccc(O)cc2)CC1c1ccccc1 (stereo not given)
 : -2%, 7%, -22%, -8%, 19%, -14%, 1, -22%, 1%
O=C(CSCc1c(F)cccc1Cl)NCc1ccco1
 : 5%, -3%, -23%, -32%, -8%, -2%, 0, 1%, -2%
CCc1nc(SCC(=O)Nc2nccs2)c2oc3ccccc3c2n1
 : 0%, -15%, -11%, -33%, -8%, -8%, -2, -17%, -1%
CCOc1ccc(C(C(=O)NC2CCCCC2)N(CCOC)C(=O)c2snc(C(N)=O)c2N)cc1 (stereo not given)
 : -5%, 5%, -9%, -8%, 32%, 0%, 1, -5%, -1%
Cc1ccc2c(=O)c(C(=O)c3cccc(Cl)c3)cn(CC(=O)Nc3ccc4c(c3)OCCO4)c2n1
 : -6%, -6%[57.1 µM], -24%, -30%, -8%[57.1 µM], 1%, -1, -1%, -2%
C[n+]1ccc(/C=N/Nc2nc(Cl)c(C#N)c(Cl)c2Cl)cc1
 : 2%, -18%, -4%, 5%, 3.5µM*, -5%, 0, -4%, -13%
Cn1c(=O)[nH]c(=O)c2c1nc(N1CCCCC1)n2CCSc1nc2ccccc2o1
 : -2%, 7%[57.1 µM], -15%, 10%, 2%[57.1 µM], -9%, -4, 3%, -2%
O=C(O)CCC(=O)Nc1ccc(NC(=O)c2ccc(Cl)cc2Cl)c(Cl)c1
 : 1%, 5%, -3%, ?, 9%[57.1 µM], 12%, -11, 0%, -7%
